Bioassay records (PubChem)
RAM network inh: blocks the yeast RAM network; S. cerevisiae dse1pr::URA3 reporter, 5-FOA growth OD615, 2 d; analog-sensitive cbk1-as2 kinase mutant strain; 190,000 compounds, 1.8% hits; inhibition, % at 50 µM;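 active = inhibition above a set limit, 3 SD over mean compound inhibition, cut at about 8.4% in these data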;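 also: 0% = DMSO-only wells with no growth and 100% = 10 µM 1-NA-PP1 full growth; inhibition rescues growth on 5-FOA so higher OD means more RAM inhibition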
DTT redox prof: compounds producing H2O2 with reducing agent – biochemical, NIH compound library profiling, artefact control for MLSCN library redox annotation, primary screen. AID 878. activation, % at 10 µM. 200,000 compounds, 0.03% hits. DTT-dependent redox cycling H2O2, phenol red/HRP absorbance; 100% = 100 µM peroxide control, 0% = buffer;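 active = activation of at least 50% relative to the plate's high and low controls in the primary single-dose screen; inactive = activation below 50%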;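 also: compound incubated with DTT at 0.8 mM final as the reducing agent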
TNAP inh hiacc: TNAP (human) inhibition, high acceptor; P05186; purified TNAP, CDP-star luminescence, 1 M DEA; 200,000 compounds, 0.03% hits; inhibition, % at 20 µM;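 active = over 50% inhibition of tissue-nonspecific alkaline phosphatase at 20 µM in the single-dose screen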;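 also: plate controls were DMSO wells for no effect and EDTA-quenched wells as full inhibition for full effect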
Target sequence (P05186 whole entry, looked up): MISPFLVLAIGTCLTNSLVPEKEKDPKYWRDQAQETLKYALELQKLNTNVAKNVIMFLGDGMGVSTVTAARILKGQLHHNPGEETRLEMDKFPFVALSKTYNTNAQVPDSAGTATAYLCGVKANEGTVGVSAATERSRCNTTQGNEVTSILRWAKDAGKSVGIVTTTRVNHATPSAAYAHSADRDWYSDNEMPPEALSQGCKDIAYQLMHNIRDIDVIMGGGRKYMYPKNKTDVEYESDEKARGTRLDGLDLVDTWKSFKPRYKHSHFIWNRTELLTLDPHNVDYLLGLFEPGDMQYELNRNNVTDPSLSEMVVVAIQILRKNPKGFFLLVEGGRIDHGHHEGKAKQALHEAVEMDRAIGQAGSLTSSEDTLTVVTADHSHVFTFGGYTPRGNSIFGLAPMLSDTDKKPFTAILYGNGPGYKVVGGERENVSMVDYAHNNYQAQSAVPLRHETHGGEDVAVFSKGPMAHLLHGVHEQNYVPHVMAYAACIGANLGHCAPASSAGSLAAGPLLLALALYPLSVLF
TNAP inh no acc: blocks human TNAP activity with no phosphate acceptor present | P05186 | purified TNAP, CDP-star luminescence, 30 min | inhibition, % at 20 µM | 200,000 compounds, 0.26% hits;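 active = tissue-nonspecific alkaline phosphatase inhibition above about 50% at 20 µM in the single-dose screen, limit read from the data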;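 also: 0% = DMSO negative control and 100% = EDTA positive control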
PMI act satM6P: increases human PMI activity with near-saturating mannose 6-phosphate. coupled PMI enzyme assay, resazurin fluorescence, 20 min; active compounds read high; 1 = untreated enzyme, 0 = substrate-free blank. activation factor at 20 µM. 190,000 compounds, 0.34% hits. AID 1216;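 active = activation factor of 2 or more at 20 µM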
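Test system: human phosphomannose isomerase with PGI, G6PDH, diaphorase coupling enzymes; amount: 15 ng/mL PMI; incubation: enzyme reaction with compound 20 min at room temperature; technique: resorufin fluorescence (Ex 544/Em 590 nm) from resazurin via diaphorase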
L major viab: Leishmania major promastigote growth inhibition | AID 1063 | Leishmania major promastigotes, resazurin fluorescence viability | inhibition, % at 10 µM | 200,000 compounds, 9% hits; in the data active = inhibition above about 50%;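 also: promastigotes grown with compound for 44 hours at 28 °C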
PMI act: increases human mannose-6-phosphate isomerase activity; P34949; purified human PMI, coupled resazurin fluorescence, 20 min; active compounds read high; 1 = vehicle control, 0 substrate-free wells; activation factor at 20 µM; 190,000 compounds, 0.005% hits;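 active = activation factor of 2 or more at 20 µM, relative to plate controls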
S1P3 antag: blocks the human S1P3 receptor | AID 485 | Q99500 | inhibition, % at 4.98 µM | 170,000 compounds, 0.27% hits | CHO S1P3 NFAT-BLA reporter, FRET fluorescence, antagonist mode;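 active = inhibition above the plate cutoff, the mean inhibition of test wells on that plate plus 3 SD, cut at about 28% in these data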;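 also: cells challenged with S1P at its EC80 of 0.8 µM; blue over green emission ratio from cleaved BLA substrate after 4 h stimulation; 0% = S1P-stimulated wells and 100% = unstimulated DMSO-only wells; some compounds past the cut are filed as inactive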
Target sequence (Q99500 whole entry, looked up): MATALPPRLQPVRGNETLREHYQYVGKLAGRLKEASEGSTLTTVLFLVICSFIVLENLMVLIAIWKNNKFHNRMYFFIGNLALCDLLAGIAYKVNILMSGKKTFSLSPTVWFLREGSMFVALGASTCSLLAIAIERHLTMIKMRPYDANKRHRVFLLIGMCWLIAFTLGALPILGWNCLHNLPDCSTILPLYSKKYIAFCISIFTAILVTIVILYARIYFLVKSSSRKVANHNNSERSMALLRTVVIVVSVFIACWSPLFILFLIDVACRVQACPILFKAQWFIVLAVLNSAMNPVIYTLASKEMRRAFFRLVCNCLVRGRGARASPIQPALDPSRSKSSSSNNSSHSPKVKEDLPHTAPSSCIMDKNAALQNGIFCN
Efa HMGR inh: blocks class II HMG-CoA reductase of Enterococcus faecalis; inhibition, % at 10 µM; 190,000 compounds, 0.41% hits; purified E. faecalis HMGR, NADPH absorbance 340 nm kinetic; AID 1066;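 active = inhibition above a set limit, the median over all tested compounds plus 3 SD, cut at about 9.5% in these data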;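 also: enzyme runs in reverse so mevalonate oxidation gives rising NADPH absorbance; 0% = complete reaction with DMSO and 100% = background rate lacking mevalonate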
Hsp70 activator: transcriptional activators of Hsp70 | HeLa Hsp70 promoter luciferase reporter, luminescence; scaled: vehicle 0, proteasome-inhibitor control 100% | activation, % at 10 µM | 200,000 compounds, 0.04% hits | AID 1203;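 active = activation above the mean across all tested compounds plus 3 SD, cutoff set per campaign, cut at about 5.5% in these data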;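 also: 100% = MG132 at 30 µM as the positive control and 0% = DMSO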
* hit, by the source's call.

For Cc1ccc(C)c(S(=O)(=O)N2CCN(CC(=O)NC(=O)NCc3ccco3)CC2)c1 the results were RAM network inh -0.4, DTT redox prof -0.4, TNAP inh hiacc -5.6, TNAP inh no acc -18.8, PMI act satM6P 1, L major viab 21.5, PMI act 1.1, S1P3 antag -10.8, Efa HMGR inh 3.3 and Hsp70 activator -0.1.
For CN(CCCC1CCCC1)C(=O)CCc1nnc(-c2ccccc2)o1 the results were RAM network inh 0.0, DTT redox prof 0.3, TNAP inh hiacc 1.5, TNAP inh no acc -2.4, PMI act satM6P 1.1, L major viab -2.8, PMI act 1, S1P3 antag -1.8, Efa HMGR inh -3.4 and Hsp70 activator 0.2.
Screening Nc1nc(CN2CCN(c3ccc(F)cc3)CC2)nc(N2CCCc3ccccc32)n1 returned RAM network inh 0.4, DTT redox prof 1.2, TNAP inh hiacc -0.8, TNAP inh no acc 1.0, PMI act satM6P 0.9, L major viab -2.0, PMI act 0.9, S1P3 antag 5.6, Efa HMGR inh -4.8 and Hsp70 activator 0.3.
Screening Cc1ccc(OCCCCn2ccnc2)c([N+](=O)[O-])c1 returned RAM network inh 0.7, DTT redox prof -1.6, TNAP inh hiacc -4.6, TNAP inh no acc 5.1, PMI act satM6P 1, L major viab 96.0*, PMI act 0.8, S1P3 antag -11.7, Efa HMGR inh -5.5 and Hsp70 activator -0.1.
For CN(CC(=O)NC(=O)NCc1ccccc1)Cc1ccc(Cl)cc1 the results were RAM network inh 1.4, DTT redox prof 0.6, TNAP inh hiacc 1.0, TNAP inh no acc -5.4, PMI act satM6P 0.9, L major viab -2.4, PMI act 0.9, S1P3 antag -16.3, Efa HMGR inh -12.0 and Hsp70 activator -0.4.
For COCCn1c(=O)[nH]c2cc(C(=O)NCCN3CCN(c4ccc(OC)cc4)CC3)ccc2c1=O the results were RAM network inh 0.7, DTT redox prof 2.3, TNAP inh hiacc 2.0, TNAP inh no acc -2.9, PMI act satM6P 0.7, L major viab 5.8, PMI act 0.9, Efa HMGR inh 2.7 and Hsp70 activator 0.5.
For CCN(CC(=O)Nc1ccc(OC)c(OC)c1)S(=O)(=O)c1ccc(C)cc1 the results were RAM network inh 2.9, DTT redox prof 2.9, TNAP inh hiacc -4.6, TNAP inh no acc -5.7, PMI act satM6P 0.9, L major viab -8.9, PMI act 0.8, S1P3 antag -18.4, Efa HMGR inh -3.2 and Hsp70 activator -0.6.
O=C(O)CCC(=O)N1CCN(c2nc3ccccc3s2)CC1 was read as RAM network inh 5.1, DTT redox prof 0.4, TNAP inh hiacc -7.1, TNAP inh no acc -14.6, PMI act satM6P 1, L major viab -8.8, PMI act 1, S1P3 antag 7.9, Efa HMGR inh -6.2 and Hsp70 activator 0.2.
For COc1ccc(C2C(C#N)=C(N)N(Nc3ccccc3)C3=C2C(=O)CC(C)(C)C3)cc1C (stereo unspecified) the results were RAM network inh 3.4, DTT redox prof -4.2, TNAP inh hiacc -0.8, TNAP inh no acc -5.4, PMI act satM6P 0.9, L major viab 85.7*, PMI act 0.9, Efa HMGR inh 1.6 and Hsp70 activator 0.1.
CN(C)c1ccc(/C=N/NC(=O)CN2CCN(c3ccc(F)cc3)CC2)cc1 was read as RAM network inh 0.4, DTT redox prof 0.1, TNAP inh hiacc -2.5, TNAP inh no acc -8.6, PMI act satM6P 0.9, L major viab -6.9, PMI act 1, S1P3 antag -1.1, Efa HMGR inh -1.5 and Hsp70 activator -0.4.
`Cc1cc(O)ccc1Nc1nc2ccccc2nc1Nc1ccc(O)cc1C` gave RAM network inh 0.6, DTT redox prof 1.3, TNAP inh hiacc -1.1, TNAP inh no acc 1.3, PMI act satM6P 0.7, L major viab 47.4, PMI act 1.1, S1P3 antag -4.4, Efa HMGR inh -3.8 and Hsp70 activator -0.2.
For CC(=O)OCC1=C(C(=O)O)N2C(=O)C(NC(=O)CCn3nc(C)c(Cl)c3C)C2SC1 (stereo unspecified) the results were RAM network inh 1.5, DTT redox prof 1.1, TNAP inh hiacc 0.3, TNAP inh no acc -5.8, PMI act satM6P 0.9, L major viab -3.8, PMI act 0.9, S1P3 antag -0.5, Efa HMGR inh 4.3 and Hsp70 activator 0.1.
Cc1ccc(/C=C/S(=O)(=O)NCC(=O)O)cc1 was read as RAM network inh 1.7, DTT redox prof -1.1, TNAP inh hiacc -1.7, TNAP inh no acc 1.3, PMI act satM6P 1, L major viab 2.6, PMI act 1.1, S1P3 antag -5.7, Efa HMGR inh -15.4 and Hsp70 activator -0.2.
For O=C(Nc1ccc(F)cc1)C(c1ccccc1)N1CCN(S(=O)(=O)c2ccccc2)CC1 (stereo unspecified) the results were RAM network inh 1.8, DTT redox prof 1.1, TNAP inh hiacc 2.1, TNAP inh no acc -29.5, PMI act satM6P 1, L major viab -0.1, PMI act 0.9, S1P3 antag 0.6, Efa HMGR inh 2.4 and Hsp70 activator -0.2.
`COc1ccc(CCNC(=O)c2ccc3c(c2)OCCO3)cc1` gave RAM network inh 3.5, DTT redox prof -1.1, TNAP inh hiacc -7.0, TNAP inh no acc -8.6, PMI act satM6P 0.9, L major viab 2.8, PMI act 1.1, S1P3 antag 1.7, Efa HMGR inh -7.7 and Hsp70 activator 0.0.
`O=C(COC(=O)C1CCN(S(=O)(=O)c2cccs2)CC1)c1cc2ccccc2o1` gave RAM network inh 2.1, DTT redox prof -3.2, TNAP inh hiacc -2.1, TNAP inh no acc -1.6, PMI act satM6P 1.3, L major viab -11.1, PMI act 1.1, S1P3 antag -5.6, Efa HMGR inh -8.2 and Hsp70 activator -0.3.
For CCOc1ccc(OCC)c(NC(=O)C2CCCN(S(=O)(=O)c3c(C)noc3C)C2)c1 (stereo unspecified) the results were RAM network inh 0.8, DTT redox prof -0.5, TNAP inh hiacc -2.2, TNAP inh no acc -1.1, PMI act satM6P 0.9, L major viab -4.5, PMI act 1, S1P3 antag -24.7, Efa HMGR inh -2.6 and Hsp70 activator -0.2.
`CCC(C)C(NC(=O)OC(C)(C)C)C(=O)NC(C(=O)N1CCCC1C(N)=O)C(C)CC` (stereo unspecified) gave RAM network inh -0.5, DTT redox prof -1.0, TNAP inh hiacc -8.4, TNAP inh no acc -11.1, PMI act satM6P 1, L major viab 1.1, PMI act 1.1, S1P3 antag -13.0, Efa HMGR inh -0.8 and Hsp70 activator 0.3.
For CCCOc1ccc(N2C(=O)CC(N3CCN(C(=O)c4ccco4)CC3)C2=O)cc1 (stereo unspecified) the results were RAM network inh 1.3, DTT redox prof 1.5, TNAP inh hiacc 3.6, TNAP inh no acc -10.4, PMI act satM6P 0.9, L major viab -8.5, PMI act 0.9, S1P3 antag 4.1, Efa HMGR inh -1.4 and Hsp70 activator 0.4.
`COc1ccc(C(=O)Nn2cnc3scc(-c4cccs4)c3c2=O)c(O)c1` gave RAM network inh 3.4, DTT redox prof 1.3, L major viab -16.2, S1P3 antag -12.5, Efa HMGR inh -2.9 and Hsp70 activator 0.1.
For COc1cccc2sc(N3CCN(c4nc5ccccc5s4)CC3)nc12 the results were RAM network inh -0.7, DTT redox prof 1.9, TNAP inh hiacc -1.1, TNAP inh no acc -5.9, PMI act satM6P 1, L major viab -3.6, PMI act 0.9, S1P3 antag -39.6, Efa HMGR inh -6.3 and Hsp70 activator -0.1.
COc1cc([N+](=O)[O-])cc2sc(NC(=O)c3c(F)cccc3F)nc12 was read as RAM network inh 0.1, DTT redox prof -1.0, TNAP inh hiacc -3.3, TNAP inh no acc -5.5, PMI act satM6P 0.8, L major viab -1.2, PMI act 1.2, S1P3 antag -6.7, Efa HMGR inh -1.8 and Hsp70 activator -0.1.
`O=C(Nc1cccc(Cl)c1)Nc1ccccc1-n1ccnc1` gave RAM network inh 0.4, DTT redox prof 0.3, TNAP inh hiacc 4.3, TNAP inh no acc -0.4, PMI act satM6P 1, L major viab 73.8*, PMI act 0.9, S1P3 antag 2.2, Efa HMGR inh -3.6 and Hsp70 activator 0.0.
`Cc1cc(C(=O)OCC(=O)Nc2ccc(S(=O)(=O)N3CCOCC3)cc2)c(C)o1` gave RAM network inh 1.2, DTT redox prof 0.0, TNAP inh hiacc -2.0, TNAP inh no acc -3.9, PMI act satM6P 0.9, L major viab -5.5, PMI act 1, S1P3 antag -24.6, Efa HMGR inh -4.2 and Hsp70 activator -0.5.
O=C(C1CCC1)N1CCc2cc(S(=O)(=O)NC3CCCC3)ccc21 was read as RAM network inh 3.2, DTT redox prof -0.8, TNAP inh hiacc -4.0, TNAP inh no acc -6.6, PMI act satM6P 1, L major viab -3.3, PMI act 1, S1P3 antag 9.0, Efa HMGR inh -9.6 and Hsp70 activator 0.3.
COc1cc(OC)cc(C(=O)Nc2ccccc2N2CCOCC2)c1 was read as RAM network inh 0.3, DTT redox prof 1.6, TNAP inh hiacc -2.6, TNAP inh no acc -5.7, PMI act satM6P 1, L major viab 6.7, PMI act 1, S1P3 antag -44.6, Efa HMGR inh 3.6 and Hsp70 activator 0.3.
Screening CCCCNC(=O)C(=O)NCCCn1ccnc1 returned RAM network inh 1.1, DTT redox prof -0.8, TNAP inh hiacc 3.3, TNAP inh no acc -3.3, PMI act satM6P 1, L major viab -4.7, PMI act 0.9, S1P3 antag -25.2, Efa HMGR inh -3.7 and Hsp70 activator -0.1.
`CCn1cc(C(=O)Nc2ccc(C)c([N+](=O)[O-])c2)cn1` gave RAM network inh 2.0, DTT redox prof -0.2, TNAP inh hiacc 0.8, TNAP inh no acc -2.6, PMI act satM6P 0.9, L major viab 3.1, PMI act 1.1, S1P3 antag -12.1, Efa HMGR inh -1.9 and Hsp70 activator -0.3.
`COc1ccccc1CN(C)c1nnnn1-c1ccccc1` gave RAM network inh 0.8, DTT redox prof -0.4, TNAP inh hiacc -3.5, TNAP inh no acc -15.0, PMI act satM6P 1.2, L major viab 6.5, PMI act 1.2, S1P3 antag -16.1, Efa HMGR inh -8.4 and Hsp70 activator -0.3.
For CN(CC(=O)Nc1nc2ccc(F)cc2s1)S(=O)(=O)c1ccc(Cl)cc1 the results were RAM network inh 3.8, DTT redox prof -0.3, TNAP inh hiacc 2.3, TNAP inh no acc -2.8, PMI act satM6P 0.9, L major viab 3.6, PMI act 0.9, Efa HMGR inh 0.2 and Hsp70 activator -0.1.
`COc1cccc(C(Nc2ccccn2)c2c(NC(=O)c3ccco3)sc(C)c2C)c1` (stereo unspecified) gave RAM network inh 2.2, DTT redox prof 0.3, TNAP inh hiacc 2.7, TNAP inh no acc -20.3, PMI act satM6P 0.6, L major viab 26.8, PMI act 0.6, S1P3 antag 0.5, Efa HMGR inh -3.4 and Hsp70 activator -0.4.
`CCOC(=O)C1CCN(CC(O)COc2ccc(C(C)=O)cc2)CC1` (stereo unspecified) gave RAM network inh 1.4, DTT redox prof -0.6, TNAP inh hiacc -4.5, TNAP inh no acc -8.3, PMI act satM6P 1, L major viab 92.0*, PMI act 1.1, S1P3 antag -14.7, Efa HMGR inh -2.6 and Hsp70 activator 0.3.
